E-sel TNF inh – E-selectin induction blockers in HUVEC – imaging, immunofluorescence, high content, primary screen. HUVEC TNFa-induced E-selectin immunofluorescence. inhibition, % at 2 µM. 0.71% of 120,000 active. AID 1246, 2008;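 active = inhibition above the batch mean plus 3 SD, and confirmed as a hit on visual image review, cut at about 43% in these data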;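 note: 0% = TNF-stimulated DMSO wells and 100% = unstimulated control wells; not every result past the cut was called active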
Yeast life ext – compounds extending yeast replicative lifespan, primary screen, S. cerevisiae, OD615; 0.68% of 130,000 active; inhibition of the nicotinamide effect, % at 10 µM; S. cerevisiae growth with nicotinamide; deaD strain in restrictive glucose medium;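 active = inhibition above a set limit, placed 3 SD over the median of all compounds, cut at about 26% in these data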;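 note: 0% = nicotinamide-treated wells and 100% = cells grown without nicotinamide; some compounds called inactive have numbers as strong as hits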
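Buffer or medium: CSMM-D glucose medium, restrictive; test system: modified budding yeast, DeaD strain; compound: single dose 10 µM compound, 0.25% DMSO; schedule: culture preincubation 4 h, compound exposure 48 h, both 30 °C; detection: optical density (absorbance) at 615 nm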
HCT116 bCat-KO – primary screen for growth suppressors in beta-catenin knockout HCT116 cells (colon tumor, human); HCT116 beta-catenin knockout viability, CellTiter-Glo, 60 h; stronger effect = lower value; viability, % at 10 µM; 1.5% of 140,000 active; AID 818, 2007;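 active = viability at or under a set limit, the compound median less 4 SD, cut at about 6% in these data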;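 note: 0% = Hyamine 1622 control at 20 µM and 100% = untreated cell control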
NPY-Y2 antag – NPY-Y2 receptor antagonists, primary screen, cell-based | Neuropeptide Y receptor type 2 (Homo sapiens), P49146 | NPY-Y2 expressing cells, antagonist mode | 0.99% of 140,000 active | inhibition, % at 2.7 µM | AID 793, 2007; in the data active = inhibition above about 17%;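 note: 0% = vehicle with agonist challenge and 100% = reference antagonist with challenge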
Target sequence (P49146 whole entry, looked up): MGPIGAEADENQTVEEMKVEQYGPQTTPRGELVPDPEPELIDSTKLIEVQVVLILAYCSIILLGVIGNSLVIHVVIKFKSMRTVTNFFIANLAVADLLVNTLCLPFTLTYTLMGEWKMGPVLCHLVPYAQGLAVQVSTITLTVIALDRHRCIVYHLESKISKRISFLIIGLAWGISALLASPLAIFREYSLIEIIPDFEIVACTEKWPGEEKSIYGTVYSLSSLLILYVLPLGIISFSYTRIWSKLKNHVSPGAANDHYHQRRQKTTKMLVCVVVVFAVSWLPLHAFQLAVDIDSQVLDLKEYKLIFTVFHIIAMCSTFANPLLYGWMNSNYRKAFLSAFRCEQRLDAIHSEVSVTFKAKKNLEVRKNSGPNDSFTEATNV
BB579 growth dn – growth inhibitors of yeast BB579 in restrictive medium, primary screen, yeast lifespan-shortening project, S. cerevisiae; 0.51% of 140,000 active; inhibition, % at 10 µM; AID 804, 2007; OD615, 48 h;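 active = inhibition above a set limit, 3 SD over the mean compound inhibition, cut at about 44% in these data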; note: inactives centre near -24
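System: Saccharomyces cerevisiae DeaD strain BB579, replicative lifespan model yeast. Buffer or medium: restrictive glucose-based CSMM-D medium. Doses: one dose, 10 µM compound with 0.25% DMSO. Timing: 4 h preincubation and 48 h exposure at 30 °C. Detection: turbidity as optical density at 615 nm. Benchmarks: amphotericin B 10 µg/mL, positive.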
GALR2 antag – GALR2 antagonists in receptor-expressing cells, primary screen; AID 828, 2007; 0.39% of 140,000 active; Galanin receptor type 2 (Homo sapiens), O43603; inhibition, % at 4 µM; antagonist mode; in the data active = inhibition above about 27%;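 note: cells stimulated with galanin 1-16 at roughly its EC80; 0% = agonist challenge control and 100% = basal control without agonist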
Target sequence (O43603 whole entry, looked up): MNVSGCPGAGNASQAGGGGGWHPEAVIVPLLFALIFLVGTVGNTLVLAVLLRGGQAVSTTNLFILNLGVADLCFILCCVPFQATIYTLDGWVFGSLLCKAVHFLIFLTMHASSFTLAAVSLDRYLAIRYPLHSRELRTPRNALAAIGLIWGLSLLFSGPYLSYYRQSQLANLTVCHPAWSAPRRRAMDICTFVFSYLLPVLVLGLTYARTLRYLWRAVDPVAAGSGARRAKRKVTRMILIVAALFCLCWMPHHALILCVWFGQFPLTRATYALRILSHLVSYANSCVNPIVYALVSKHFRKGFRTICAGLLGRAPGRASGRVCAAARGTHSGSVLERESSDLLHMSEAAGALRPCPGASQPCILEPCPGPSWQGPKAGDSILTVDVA
Phagocyt inh – inhibitors of macrophage phagocytosis, primary screen, imaging, J774A.1 cells, IgG beads. J774A.1 macrophage IgG-bead phagocytosis. inhibition, % at 5 µM. 0.07% of 110,000 active. AID 1029, 2008;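 active = inhibition above the mean of the plate negative controls plus 5 SD, cut at about 13% in these data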;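 note: phagocytic index as fraction of beads internalized from green versus red external bead signal; plate controls were DMSO negative control for no effect and cytochalasin-D positive control for full effect; some results beyond the cut were filed as inactive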
PTEN del growth – growth suppression of PTEN-null HCT116, primary screen, cell-based, CellTiter-Glo; viability, % at 10 µM; HCT116 PTEN-null viability, 60 h; stronger effect = lower value; 1.2% of 140,000 active; AID 827, 2007;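 active = viability at or below a set limit, 4 SD under the median of all tested compounds, cut at about 3.7% in these data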;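 note: PTEN knockout HCT116 line with beta catenin targeted HCT116 as companion control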
MRP1 act – H69AR viability gain despite doxorubicin, primary screen, MRP-1 activator project, H69AR cells, CellTiter-Glo; viability rescue; viability increase, % at 10 µM; 0.61% of 140,000 active;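 active = viability gain under doxorubicin at or above a set limit, the compound median plus 3 SD, cut at about 4.7% in these data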;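 note: MRP-1 overexpressing cells given doxorubicin 25 µM after compound pretreatment; 18-22 h compound pretreatment then 72 h with doxorubicin before readout; 0% = doxorubicin-only wells and 100% = vehicle-treated cells without doxorubicin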
Measles CPE – compounds protecting cells from measles virus cytopathic effect, primary screen, measles RdRp inhibitor project, single point, MLSMR library, absorbance; 1.5% of 140,000 active; AID 841, 2007; Measles virus-infected cells, CPE protection; protection (pct of control), % at 4 µM; in the data active = protection mostly above about 24%, no sharp cut-off; inactive = mostly below about 26%; note: some compounds called inactive have numbers as strong as hits
* marks the source's active call; other numbers are inactive results; x = not tested or not shown.

SMILES	E-sel TNF inh	Yeast life ext	HCT116 bCat-KO	NPY-Y2 antag	BB579 growth dn	GALR2 antag	Phagocyt inh	PTEN del growth	MRP1 act	Measles CPE
O=C(Nc1cccc(NC(=O)c2ccc(-c3ccc(Br)cc3)o2)c1)c1ccco1	6	x	39	6	-18	7	x	36	-1.8	6
CCOC(=O)c1c(C)nc2sc3c(=O)n(-c4ccc(C(C)=O)cc4)cnc3c2c1-c1ccc(OC)cc1	2	-11	97	1	-76	-4	0	95	-0.4	6
CCN(CC)C(=O)Cc1cc(C(=O)O)c2ccccc2n1	5	-2	95	5	0	5	7	92	-0.6	26
CCOc1cc(C(=O)N2CCN(C/C=C/c3ccccc3)CC2)cc(OCC)c1OCC	-2	-3	67	2	-53	-12	-2	70	-2.1	15
CC(=O)Nc1cccc(N2C(=O)CCC2=O)c1	4	-19	91	-1	-35	14	-5	92	-0.8	4
CN(C)C(=O)N1CCC(C(=O)NCC2CCCO2)CC1 (centres undefined)	x	-14	83	2	-14	13	0	97	-1.4	12
CCCN1C(=O)c2ccccc2NC1c1ccc(OC)cc1OC (centres undefined)	30	-18	95	1	-34	6	0	83	-3.1	6
CCOC(=O)c1cc(CNC(=O)c2c(C)oc3c2CCCC3)c(C)o1	13	-11	86	2	-39	4	0	85	-0.9	24
Cc1cc(C)cc(NC(=S)NCc2cccs2)c1	x	-2	86	1	-9	12	x	88	-3.5	26
NC(N)=N/N=C/c1ccc(OCc2ccccc2Cl)cc1	-16	-29	0.9*	7	17	18	x	0.9*	-5.8	2
O=c1c(-c2ccccc2)c(O)c2c(n1-c1ccccc1)CCCC2	-2	9	82	3	-16	5	1	93	-2.2	4
Cc1cc(C)c(S(=O)(=O)N2CCCOC2CNC(=O)C(=O)NCCC2=CCCCC2)c(C)c1 (centres undefined)	x	-4	84	8	-12	-5	0	75	0.1	6
Cc1c(Cl)c([N+](=O)[O-])nn1CCCC(=O)Nc1c(Cl)cccc1Cl	-16	4	89	2	-67	-1	-1	85	-1.8	2
COc1ccccc1N(CC(O)CN(c1ccccc1)S(C)(=O)=O)S(=O)(=O)c1ccccc1 (centres undefined)	-9	-18	94	0	-35	2	-1	101	-1.4	5
CC(=O)C(C)Oc1ccc2c3c(c(=O)oc2c1)CCCC3 (centres undefined)	12	-23	103	2	-23	2	-1	105	2.2	3
N#CCc1nn(-c2ccc(Cl)cc2)c(N)c1C#N	9	-7	87	2	-52	10	-14	86	-1.4	7
Cc1cc(=O)oc2c(C(=O)/C=C/c3ccccc3)c(O)ccc12	5	4	63	2	-30	17	4	63	-1.9	19
CCCCn1c(C)cc2cc(O)ccc21	x	-11	98	1	-34	5	0	95	-0.6	10
O=C(Nc1nnc(-c2ccccn2)o1)c1cccc(Br)c1	-36	-3	69	1	-44	-7	-11	72	-1.4	5
COC(=O)c1cccc(-n2c(C)cc(C=O)c2C)c1C	x	0	93	3	-24	-11	-3	91	-0.5	14

Reprinted from the results shown, 2 compounds:
SMILES	E-sel TNF inh	Yeast life ext	HCT116 bCat-KO	NPY-Y2 antag	BB579 growth dn	GALR2 antag	Phagocyt inh	PTEN del growth	MRP1 act	Measles CPE
O=C(Nc1cccc(NC(=O)c2ccc(-c3ccc(Br)cc3)o2)c1)c1ccco1	6	x	39	6	-18	7	x	36	-1.8	6
CCOC(=O)c1c(C)nc2sc3c(=O)n(-c4ccc(C(C)=O)cc4)cnc3c2c1-c1ccc(OC)cc1	2	-11	97	1	-76	-4	0	95	-0.4	6

Remaining list, next part.
SMILES	E-sel TNF inh	Yeast life ext	HCT116 bCat-KO	NPY-Y2 antag	BB579 growth dn	GALR2 antag	Phagocyt inh	PTEN del growth	MRP1 act	Measles CPE
COc1ccc(-c2cc(C(F)F)n3ncc(C(=O)n4ccnc4C)c3n2)cc1	28	-10	21	4	2	-6	-5	10	-4.9	6
O=C(NC(=S)NC1C2CC3CC(C2)CC1C3)C12CC3CC(CC(C3)C1)C2 (centres undefined)	x	-1	76	2	-22	1	-1	83	-3.3	34
O=C(CCS(=O)(=O)c1cccs1)N1CCCC1	x	2	95	-1	-28	3	x	98	-0.2	3
CCCSc1nnc(-c2ccccc2NC(=O)CC)c(=O)[nH]1	15	0	95	2	-32	-18	-1	98	-0.1	23
CCn1cc([N+](=O)[O-])c(C(=O)Nc2ccc(Br)cn2)n1	-33	-5	96	1	-14	-2	2	82	0.8	3
CCN1C(=O)C2(C(C#N)=C(N)Oc3cc(C)oc(=O)c32)c2ccccc21 (centres undefined)	12	-15	105	1	-31	-7	4	105	-1.3	11
CC(/C=N/NC(=O)CSc1nc2ccccc2n1C)=C\c1ccco1	4	-7	51	7	-59	-4	0	50	-3.4	2
CCOCCCNC(=O)CCCn1nc(C)n2c(cc3sccc32)c1=O	3	-7	97	1	31	-10	1	93	-0.6	2
CC1(C)C(=O)Nc2ccccc2N1C(=O)COc1ncnc2c(Cl)cc(Cl)cc12	-11	-4	79	2	-19	5	-5	74	-3.4	13
COc1ccc(Cl)cc1NC(=O)COC(=O)C(CC(C)C)N1C(=O)C2CC=CCC2C1=O (centres undefined)	-17	-3	92	4	-37	2	-5	79	-2.8	5
CC1Cc2nc(SCC(=O)N3CCCC3)n(C)c(=O)c2S1 (centres undefined)	21	0	95	3	35	8	-1	98	-2.5	23
CNC(=O)CSc1nnc(-c2cccnc2)n1CCc1ccccc1	-10	-21	104	0	-10	4	0	94	-3.2	5
CCOC(=O)c1c(-c2ccc(C)cc2)csc1NC(=O)CCSc1nnc2ccccn12	7	1	85	7	-22	0	-9	86	-1.7	20
C/C(=N/NC(=O)CN1CCN(Cc2ccccc2Cl)CC1)c1ccncc1	-22	-1	87	2	-34	-10	-19	87	-1.8	9
CC1CCN(S(=O)(=O)c2cccc(C(N)=O)c2)CC1	-33	6	82	0	-54	-3	-1	93	-1.6	3
CCCCN(C)CCOc1ccccc1OCC	3	18	94	6	5	5	0	90	-1.6	1
C=Cn1ccnc1P(=S)(c1ccc2c(c1)c1ccccc1n2CC)c1nccn1C=C	x	-6	25	1	-89	-6	x	12	-2.0	16
COC(=O)N/N=C/c1cccnc1	x	3	97	1	-22	5	2	96	0.4	7
COc1ccc(C(=O)N/N=C(\C)Cn2cnc([N+](=O)[O-])n2)cc1	x	0	91	1	-27	-1	-3	80	-1.9	11
CCOC(=O)C1CCN(C(=O)C2CCN(S(=O)(=O)c3cc(Cl)ccc3Cl)CC2)CC1	-16	-11	63	1	10	-2	0	59	-2.9	5
C=CCN(CC=C)C(=O)C1CC(=O)N(c2ccc(Br)cc2)C1 (centres undefined)	-4	-5	96	7	-8	5	1	90	-0.7	13
Cc1ncoc1C(=O)Nc1cccc(Cl)c1	x	-18	104	0	1	-1	-2	103	-0.6	3
CCN1C(=O)c2cccc3c(S(=O)(=O)Nc4ccccc4)ccc1c23	12	-1	34	4	-26	7	-1	32	-5.2	1
Cc1c(C(=O)C(=O)NCCc2ccc(S(N)(=O)=O)cc2)c2ccccc2n1C	x	5	92	3	9	6	-5	98	0.1	13
Nc1nc(CSc2nc3ccccc3s2)nc(Nc2ccccc2)n1	-19	-6	83	6	-51	-3	x	73	-1.0	17
Cc1ccc(S(=O)(=O)NN2C(=O)c3ccccc3NC2C)cc1 (centres undefined)	x	-1	95	3	-24	-6	-6	104	0.3	4
O=C(Nc1ccccn1)c1c(O)c2cccc3c2n(c1=O)CCC3	-15	0	88	-1	-18	10	-1	79	-3.3	16
O=[N+]([O-])c1cc([N+](=O)[O-])c(N2CCCCCC2)cc1NCCO	5	-14	95	-2	-23	-6	-1	87	-2.2	11
O=C(CN1CCN(c2ccccc2)CC1)Nc1ccccc1C(F)(F)F	-25	-6	90	6	-17	-6	-4	85	-2.8	32*
Cc1cc(C)nc(N(C#N)CN2C(=O)c3ccccc3S2(=O)=O)n1	x	-9	78	5	-19	10	0	81	-0.6	-1
COc1ccc(-c2ccc(CCC(=O)O)n2C(C)C)cc1	-5	14	92	3	-39	-4	2	96	-3.0	11
COc1ccccc1OCCC(=O)OCC(=O)Nc1cccc(Br)c1	2	-7	96	-1	-12	-12	-7	92	0.2	4
CNc1nc(Oc2ccc(=O)n(C)n2)nc(N2CCOCC2)n1	11	0	94	1	-7	5	x	98	-2.3	6
CCOC(=O)c1[nH]c2ccc(F)cc2c1NC(=O)CN1CCc2cc(OC)c(OC)cc2C1	-6	-22	76	2	-56	-6	-1	65	-3.3	10
COc1ccc(OC2OC3COC(c4ccco4)OC3C(O)C2NC(C)=O)cc1 (centres undefined)	x	0	89	3	-12	-3	-6	94	0.0	8
Cc1cc(C)c(NC(=O)CS(=O)CC(=O)N2CCN(c3ccccc3)CC2)c(C)c1 (centres undefined)	x	-12	90	6	-10	2	2	81	-2.5	5
Cc1cc(=O)n2c3ccccc3n(CC(O)CN3CCCC3)c2c1C#N (centres undefined)	-42	-19	79	9	-20	10	x	72	-0.9	5
COC(=O)c1ccc(CSc2ccccc2C)o1	-45	-18	98	4	-4	5	x	92	-1.0	15
CNCC(O)COc1ccccc1 (centres undefined)	3	7	98	2	-3	-6	x	102	-0.2	6
CC(C)(O)[C@@H]1Cc2c(ccc3ccc(=O)oc23)O1	x	-2	100	0	-42	-3	x	104	0.8	2
Cc1cc(C(=O)Cn2nnc(-c3ccc(Cl)cc3)n2)c(C)n1-c1ccccc1	-11	2	91	11	-41	-5	x	89	-0.9	12
CO/N=C/NC(=O)C1=NOC(CNc2ncc(C(F)(F)F)cc2Cl)C1 (centres undefined)	x	-17	87	5	-30	-3	1	74	-1.9	7
N#CC(C(=O)NC1CCCCC1)c1nc2ccccc2nc1N1CCN(c2ccc(F)cc2)CC1 (centres undefined)	6	-19	79	3	-51	10	-1	91	-3.8	3
COc1ccc(C)cc1-n1nnnc1SCc1cn2ccsc2n1	x	-15	87	1	17	-21	x	80	-1.2	18
CCOC(=O)C1=C(c2ccccc2)N2CCS(=O)(=O)N=C2S1	5	1	97	-1	-32	-23	0	96	1.3	0
O=C(NCc1ccco1)c1cc(C(=O)C2CCCCC2)c[nH]1	11	96*	94	7	-56	0	x	101	-0.1	15
CCc1ccccc1NC(=O)COC(=O)C1CC(=O)N(c2ccc(F)cc2)C1 (centres undefined)	x	-3	103	-1	-38	-2	0	104	1.1	13
CC(C)CC(c1nnnn1Cc1ccccc1)N1CCC(C(N)=O)CC1 (centres undefined)	17	x	92	4	-25	-2	x	96	-3.4	34
COCCNC(=O)COc1ccccc1Cl	7	-16	90	0	-54	14	0	93	-0.3	3
COc1ccc2cc(C(c3nnnn3C3CCCC3)N3CCCCCC3)c3nnnn3c2c1 (centres undefined)	-3	x	9	3	-35	8	x	2.3*	-6.1	5

From PubChem BioAssay
